# OX1R antag = human HCRTR1 antagonism. O43613. CHO/OX1R cells, Fluo-8 calcium fluorescence, orexin A. inhibition, % at 5 µM. actives 0.43% (n = 330,000);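 active means inhibition above its plate's threshold, mean inhibition of all tested compounds on the plate plus 3 SD, cut at about 37% in these data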;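 further: 0% = orexin A challenge wells and 100% = SB-334867-A antagonist wells; not every result past the cut was called active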
# Target sequence (O43613 whole entry, looked up): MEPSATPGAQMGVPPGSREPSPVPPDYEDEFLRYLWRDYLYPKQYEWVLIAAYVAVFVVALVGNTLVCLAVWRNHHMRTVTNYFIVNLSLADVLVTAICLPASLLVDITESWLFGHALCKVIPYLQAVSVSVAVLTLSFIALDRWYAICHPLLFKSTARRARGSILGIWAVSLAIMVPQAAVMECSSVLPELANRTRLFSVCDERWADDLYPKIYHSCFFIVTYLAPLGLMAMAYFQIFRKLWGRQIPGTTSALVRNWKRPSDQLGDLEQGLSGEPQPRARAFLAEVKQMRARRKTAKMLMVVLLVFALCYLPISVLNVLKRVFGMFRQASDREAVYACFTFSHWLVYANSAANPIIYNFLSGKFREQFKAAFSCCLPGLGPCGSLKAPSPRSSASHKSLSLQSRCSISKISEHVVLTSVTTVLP
# CHT allo act = allosteric activators of human choline transporter CHT. actives 0.49% (n = 310,000). CHT-expressing cells, membrane potential dye, choline EC20; hits give high values; LV-AA mutant CHT in HEK293 cells. B-score at 10 µM. Q9GZV3. AID 488977;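 active means initial fluorescence not abnormally high and integrated response B-score, plate-corrected, over 3 SD above library mean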
# Target sequence (Q9GZV3 whole entry, looked up): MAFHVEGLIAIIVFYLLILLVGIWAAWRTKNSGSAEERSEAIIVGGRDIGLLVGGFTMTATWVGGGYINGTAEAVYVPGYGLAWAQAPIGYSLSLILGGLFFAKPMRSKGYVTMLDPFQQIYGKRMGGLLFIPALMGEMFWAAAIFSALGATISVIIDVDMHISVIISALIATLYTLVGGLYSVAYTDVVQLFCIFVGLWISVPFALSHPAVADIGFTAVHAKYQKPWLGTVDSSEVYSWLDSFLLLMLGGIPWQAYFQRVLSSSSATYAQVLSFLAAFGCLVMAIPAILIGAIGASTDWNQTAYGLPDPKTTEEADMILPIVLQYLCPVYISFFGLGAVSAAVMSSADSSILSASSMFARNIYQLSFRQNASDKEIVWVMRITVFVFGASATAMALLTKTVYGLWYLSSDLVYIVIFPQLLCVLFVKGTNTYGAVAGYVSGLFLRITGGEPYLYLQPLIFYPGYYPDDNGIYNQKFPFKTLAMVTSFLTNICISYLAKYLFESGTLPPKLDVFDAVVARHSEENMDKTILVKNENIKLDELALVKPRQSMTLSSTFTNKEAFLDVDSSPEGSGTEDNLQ
# Starred values were filed as active, the others as inactive; i = inactive; . = no result given. No enrichment for hits; overall some 0.83% were active at least once.
molecule | CHT allo act | OX1R antag
CSc1ccccc1-n1nnnc1SCC(=O)Nc1cc(C)ccc1C | i | -13.4
COc1cccc(NC(=O)c2ocnc2C)c1 | i | 9.6
CC1(C(=O)NCCc2c[nH]c3ccccc23)C=CC2(CCCCC2)N1C(=O)c1ccccc1 (configuration not stated) | i | -11.5
Cc1onc(-c2ccccc2Cl)c1C(=O)NC(=S)Nc1ccc(C(C)C)cc1 | i | -30.2
Cc1noc(C(=O)Nc2cccnc2)c1Cl | i | -6.3
Cc1cc(=O)nc2c3ccccc3n(C(C)C(=O)NCCN3CCOCC3)n12 (configuration not stated) | i | -35.2
Cc1cc(C)n(C(=O)CNc2ccc(C)c(C)c2)n1 | i | -7.8
O=C(Nc1ccc(C(=O)O)cc1)/C(=C\C=C\c1ccccc1)NC(=O)c1ccccc1Br | i | 8.2
CS(=O)(=O)N(Cc1ccccc1)c1ccc(C(=O)NCCSCc2ccco2)cc1 | i | -9.5
O=C(NCc1cccc(C(F)(F)F)c1)c1cc(Cl)cc(Cl)c1 | i | -32.5
CC1CCN(c2ccccc2NC(=O)c2ccc([N+](=O)[O-])o2)CC1 | i | -5.8
O=C1CSc2ccc(S(=O)(=O)NCc3ccccc3Cl)cc2N1 | i | -9.7
COc1cc(C(=O)COC(=O)c2ccco2)cc(OC)c1OC | . | -23.1
Cc1ccc(Cl)cc1NC(=S)N/N=C/c1cccc2ccccc12 | i | -42.0
COc1cc(CCC(=O)NC2(C)CCS(=O)(=O)C2)cc(OC)c1OC (configuration not stated) | . | -0.2

# Compound profiles, as listed above:
# CS(=O)(=O)N(Cc1ccccc1)c1ccc(C(=O)NCCSCc2ccco2)cc1 reads CHT allo act = i; OX1R antag = -9.5
# O=C(Nc1ccc(C(=O)O)cc1)/C(=C\C=C\c1ccccc1)NC(=O)c1ccccc1Br reads CHT allo act = i; OX1R antag = 8.2

# Additional compounds follow.
molecule | CHT allo act | OX1R antag
CCS(=O)(=O)Nc1cccc(C2=NN(C(C)=O)C(c3cccs3)C2)c1 (configuration not stated) | i | -26.4
COc1ccc(OC)c(CCNC(=O)CCC(=O)N2CCOc3ccc(C)cc32)c1 | i | -16.7
Cc1noc(C)c1C(=O)N1CCC(C(=O)c2ccc(F)cc2F)CC1 | i | -14.7
O=C(NCC1CCCO1)c1cc2ccccc2nc1Cl (configuration not stated) | i | -4.2
Cn1c(=O)c(-c2ccccc2)nc2ccccc21 | i | -14.1
O[C@@H](CNC[C@H](O)c1ccccc1)c1ccccc1 | i | -22.8
Cc1cc(OCC(=O)N(C)C2CCCCC2)ccc1Cl | i | -22.6
N=C(c1cccc([N+](=O)[O-])c1)N1CCCCC1 | i | -5.3
O=C(c1ccc(C(F)(F)F)cc1)C1CCCN(C(=O)CN2CCCC2=O)C1 (configuration not stated) | i | -32.7
COc1ccccc1CC(=O)N1CCCc2ccccc21 | i | -19.0
Cc1ccc(C(=O)N2CCN(c3ccc(NC(=O)COc4ccccc4C)cc3)CC2)cc1 | i | 4.2
COc1ccc(C)cc1-n1nnnc1SCC(=O)NC1CCS(=O)(=O)C1 (configuration not stated) | . | -13.9
COc1ccc(OCC(=O)N(Cc2ccco2)C2CCS(=O)(=O)C2)cc1 (configuration not stated) | i | 6.2
COc1nc(Oc2ccc(/C=N/O)cc2)nc(N(C)C)n1 | i | 1.6
O=C(COC(=O)c1c(Cl)cccc1Cl)NCc1cccs1 | . | -16.1

# Structures listed so far containing a CF3 group:
molecule | CHT allo act | OX1R antag
O=C(NCc1cccc(C(F)(F)F)c1)c1cc(Cl)cc(Cl)c1 | i | -32.5
O=C(c1ccc(C(F)(F)F)cc1)C1CCCN(C(=O)CN2CCCC2=O)C1 (configuration not stated) | i | -32.7

# The list goes on:
molecule | CHT allo act | OX1R antag
COc1cc(C)c(COc2ncnc3ccccc23)cc1OC | i | -28.5
O=C(NCC(=O)N(Cc1ccco1)C(C(=O)NC1CCCCC1)c1cccnc1)c1cccs1 (configuration not stated) | i | -32.8
N#Cc1ccc(CSc2ncnc3c2cnn3Cc2ccccc2)cc1 | i | 3.9
Cc1ccc(OCc2cc(C(=O)NCc3cn4ccccc4n3)no2)cc1C | i | -23.9
CCN1CCN(C(=O)Cn2nc(C)n3c(cc4c(OC)cccc43)c2=O)CC1 | i | -14.2
COc1ccccc1Cn1c(=S)[nH]c2cc(C(=O)NCC(OC)OC)ccc2c1=O | i | .
Cc1cc(Cl)nc(-c2ccccc2O)n1 | i | -1.6
COc1ccc(C(C)=O)cc1COC(=O)CNC(=O)c1ccc(F)cc1 | i | -13.1
CCC(CC)c1nc(C#N)c(NCc2ccccc2)o1 | i | -21.8
O=C(NNc1c(Cl)cccc1Cl)C1CCC1 | i | 7.5
CN(CCC#N)C(=O)COC(=O)/C=C/c1cccs1 | i | 1.3
CCOC(=O)c1[nH]c(=O)[nH]c1CN(Cc1ccco1)Cc1[nH]c(=O)[nH]c1C(=O)OCC | i | 4.8
CCOc1ccc(S(=O)(=O)NCC2CCCO2)c2ccccc12 (configuration not stated) | i | -22.9
Fc1ccc(-c2nnc(CSc3nnc(-c4cccs4)o3)o2)cc1 | i | -26.3
CCOc1cc(CNc2ccccc2)cc(Br)c1OCC(=O)NC(C)(C)C | i | -11.6
CC(=O)c1cccc(NC(=O)CSc2n[nH]c(-c3ccncc3)n2)c1 | . | -1.0
O=C(NC(=S)Nc1ccc(Cl)c(C(=O)O)c1)c1ccco1 | i | 2.0
O=C(O)c1ccc(Nc2nc3ccccc3nc2NS(=O)(=O)c2ccc(F)cc2)cc1 | i | 5.9
Cc1cc(N2CCOCC2)nc(SCC(=O)c2ccc(Cl)cc2)n1 | i | -37.9
Cc1c(C(=O)/C=C/N(C)C)nnn1-c1ccc(Cl)cc1C#N | i | 6.1
CN(C)CCCOC(=O)c1ccc(Br)cc1 | i | 5.0
Cc1ccc(S(=O)(=O)N2c3ccc(S(N)(=O)=O)cc3CC2C)cc1 (configuration not stated) | i | -11.4
COc1cc2c(cc1OC)CN(CC(=O)Nc1ccc(C)cc1)CC2 | i | -9.3
O=C(CCN1C(=O)C2C3C=CC(C3)C2C1=O)NCc1cccnc1 (configuration not stated) | i | -11.6
Nc1ccc(CN2CCCCCC2)cc1 | i | -10.8
CCC(C(=O)NC1CCCC1)N(Cc1ccco1)C(=O)CNS(=O)(=O)c1ccccc1 (configuration not stated) | i | -12.5
CCOc1ccc(CCNC(=O)COC(=O)c2oc3ccccc3c2COC)cc1OCC | . | -5.8
CCn1cc(Br)c(C(=O)Nc2ccc(OC)cc2)n1 | i | -6.3
CC(=O)N1c2ccc(S(=O)(=O)N(C)CC(=O)NCc3ccc(C)cc3)cc2CC1C (configuration not stated) | i | -37.9
COc1cccc(C(c2nnnn2Cc2ccccc2)N2CCN(C(=O)c3ccco3)CC2)c1OC (configuration not stated) | i | -31.9
Cc1cccc(C(=O)N2CCCC(Nc3ccc(C)c(C)c3)C2)n1 (configuration not stated) | i | 8.1
Cc1nnc(SC(C)C(=O)N(C)C2CCCCC2)n1N (configuration not stated) | . | -3.7
C[C@@H]1C[C@H]2[C@@H]3C[C@H](F)C4=CC(=O)C=C[C@]4(C)[C@@]3(F)[C@@H](O)C[C@]2(C)[C@@]1(O)C(=O)CO | i | 2.0
O=C1CSC(c2ccccn2)N1c1ccc(F)cc1F (configuration not stated) | i | -2.4
CCOC(=O)c1sc(Nc2ccccc2)nc1C | i | 11.3
COc1cc2c(cc1OC)C(c1cccc(Br)c1)NC(=O)C2 (configuration not stated) | i | .
CNc1ccc(/C=C/C(=O)c2ccc(C)cc2)cc1[N+](=O)[O-] | i | -33.6
COC(=O)c1[nH]nc2c1C(=O)N(Cc1ccccc1)C2=O | i | 2.0
CCOc1ccc(CN(C)CC(=O)NCc2ccc(F)cc2)cc1 | i | -40.3
O=C(CCNS(=O)(=O)c1ccc2c(c1)CCC(=O)N2)NCc1ccc2c(c1)OCO2 | i | -6.3
Cc1ccc(C(C)(C)NC(=O)C2CCC(=O)N(Cc3ccccc3F)C2)cc1 (configuration not stated) | i | -15.2
O=c1c2ccccc2nc2n1CCCN2 | i | -13.0
COc1ccc(C(=O)/C=C/C(=O)N(Cc2ccc(F)cc2)C(C(=O)NC2CCCCC2)c2ccncc2)c(O)c1 (configuration not stated) | i | -33.4
C=CCn1c(CCNC(=O)C(C)(C)C)nc2ccccc21 | i | -22.3
C=CCN1C(=O)C(Cc2ccccc2)SC1=Nc1ccc(C(=O)O)cc1 (configuration not stated) | i | 13.0
COc1cc(C(CCN2CCOCC2)c2c(OC)cc(OC)c3c(C)cc(=O)oc23)cc(OC)c1OC (configuration not stated) | i | -34.3
CC1CC(C)CN(S(=O)(=O)c2cc3c4c(c2)CCN4C(=O)CC3)C1 (configuration not stated) | i | -12.8
Cc1ccc(Nc2nc(-c3cccnc3)cs2)cc1C | i | -39.0
Cc1cccc[n+]1C1C(c2ccccc2)C(C#N)=C(C(=C=[N-])C#N)NC1(O)C1CC1 (configuration not stated) | i | -24.9
CC(C)Sc1nc2c(cnn2-c2ccc(F)cc2)c(=O)[nH]1 | i | -15.8
C[n+]1ccc(C(=O)N/N=C/c2ccco2)cc1 | 7.12* | 15.2
CCCCNc1ccc(C(CC(N)=O)NC(=O)c2cc(C)cc(C)c2)cc1[N+](=O)[O-] (configuration not stated) | i | -18.7
Cn1c(SCC(=O)Nc2cccc(S(=O)(=O)NC3=NCCCCC3)c2)nnc1-c1ccccc1 | i | -6.1
O=C(Nc1ccccc1)Nc1cccc(Cl)c1Cl | i | -7.6
O=C(c1ccncc1)N1CCN(c2cccc(C(F)(F)F)c2)CC1 | i | -7.8
CCOc1ccc(C(C)NC(=S)NCc2ccc(F)cc2)cc1 (configuration not stated) | i | -10.2
CCCCn1nnc(NC(=O)c2ccc(-c3ccccc3[N+](=O)[O-])o2)n1 | i | -19.6
O=C(COc1cc(Cl)c(Cl)cc1Cl)NCCN1CCOCC1 | i | -21.8
COc1cc(CNCc2ccc(OC)cc2OC)cc(OC)c1 | i | -21.8
COCCNC(=O)c1ccc(Cl)c(S(=O)(=O)Nc2cccc(C)c2C)c1 | i | -15.2

# (listing goes on)
molecule | CHT allo act | OX1R antag
CCOC(=O)c1cnc(SCc2cccc(C)c2)nc1N | i | 2.9
Cc1c(C(=O)OC(C)C)sc(NC(=O)c2cccnc2)c1C#N | i | -11.0
CCCC(=O)NC(=S)Nc1ccc(NC(=O)C(C)C)c(OC)c1 | i | -5.6
Cc1ccc(-c2nc(N3CCN(C)CC3)c3ccccc3n2)cc1 | i | -23.4
O=C(O)C(C(=O)Oc1ccccc1)C(C(=O)O)C(=O)Oc1ccccc1 (configuration not stated) | . | 9.9
CC(Sc1nnnn1C1CC1)C(=O)N1c2ccccc2NC(=O)C1(C)C (configuration not stated) | . | -21.1
O=C(c1ccc([N+](=O)[O-])s1)N1CCN(c2ccccn2)CC1 | i | -5.1
O=C(Cn1c(=O)[nH]c2ccccc2c1=O)N1CCN(c2cccc(Cl)c2)CC1 | i | -18.2
O=C(C[C@@H]1C/C=C\C[C@@H](Cc2ccc(F)cc2)C(=O)OC[C@@H](Cc2c[nH]c3ccccc23)NC1=O)NCCO | . | -15.2
O=C1COc2ccc(S(=O)(=O)N3CCc4ccccc43)cc2N1 | i | -46.6
CC(C)(C)c1csc(NNC(=O)c2ccc(Cl)cc2)n1 | i | -25.8
CC(=O)C[C@@H](O)CC(=O)[C@@H]1OC(=O)CC/C=C\Cc2ccccc21 | . | -31.8
CCSS(=O)(=O)c1cccc2cccnc12 | i | 4.2
CCOCCCNC(=O)Cn1nc(Cc2ccncc2)c2ccccc2c1=O | i | -13.8
COc1ccc(Br)cc1-c1noc(-c2ccccc2F)n1 | i | -13.7
O=C(Cc1ccc([N+](=O)[O-])cc1)Nc1ccc(Br)cn1 | i | -0.8
Cc1cccc(/C=C/c2onc(C)c2[N+](=O)[O-])n1 | i | -12.3
Cc1cc(OC2CCCCC2)nc(NCc2ccccc2)n1 | i | -32.0
COc1ccc(C(C#N)N2CCCCC2)cc1OC (configuration not stated) | i | -5.9
Cc1ccc(NCc2nnc(SCC(=O)OC3CCCCC3)o2)c(C)c1 | i | -14.3
CCCCc1nc2sc3c(=O)n(N)cnc3c2c2c1CCC2 | i | -6.0
CC(C)CN(C(=O)CSc1nc2ccccc2c(=O)[nH]1)c1c(N)n(CC(C)C)c(=O)[nH]c1=O | . | 2.7
C=CC[C@H](CC(=O)NCCO)C(=O)NC[C@@H](OC(=O)[C@H](CC=C)CC(=O)OC(C)(C)C)c1ccccc1 | . | -43.5
Cc1cccc(N2CC(C(=O)Nc3ccc(S(=O)(=O)NCC4CCCO4)cc3)CC2=O)c1C (configuration not stated) | i | -3.9
Cc1ccc(S(=O)(=O)N2CCCC(C(=O)NC3CC3)C2)cc1 (configuration not stated) | i | 9.6
Cc1nn(C(C)(C)C)c(NC(=O)c2ccc(Cl)cc2Cl)c1Br | i | -18.8
O=C(CSCCO)Nc1cccc(C(F)(F)F)c1 | i | -6.2
FC(F)(F)c1cc(-c2ccco2)nc(NCc2ccco2)n1 | i | -12.5
c1ncn(C23CC4CC(CC(C4)C2)C3)n1 | i | -6.1
Fc1ccc(NCc2nnc(SCc3ccccc3)o2)cc1 | i | 0.6
COc1ccc(/C(C)=N/NC(=O)c2nnn(-c3nonc3N)c2-c2cccs2)cc1OC | i | 6.0
O=C(NCc1cc(C(F)(F)F)ccc1F)C1CCC(=O)N(C2CC2)C1 (configuration not stated) | i | 10.2
O=C(CSc1nc(-c2ccco2)cc(C(F)(F)F)n1)Nc1ccc2c(c1)OCO2 | i | -23.1
O=C(Cn1cc(C(F)(F)F)ccc1=O)Nc1cc(S(=O)(=O)N2CCOCC2)ccc1Cl | i | -14.3
